PDI turbidity: PDI (human) enzyme inhibition; PDI insulin aggregation turbidity, A650, 90 min; AID 588391; inhibition, % at 10 µM; 0.052% of 350,000 active;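 active = mean inhibition across replicates of 30% or more, whatever share of single replicates reach that level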;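 note: absorbance from insulin aggregation driven by PDI reduction with DTT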
Target sequence (P07237 whole entry, looked up): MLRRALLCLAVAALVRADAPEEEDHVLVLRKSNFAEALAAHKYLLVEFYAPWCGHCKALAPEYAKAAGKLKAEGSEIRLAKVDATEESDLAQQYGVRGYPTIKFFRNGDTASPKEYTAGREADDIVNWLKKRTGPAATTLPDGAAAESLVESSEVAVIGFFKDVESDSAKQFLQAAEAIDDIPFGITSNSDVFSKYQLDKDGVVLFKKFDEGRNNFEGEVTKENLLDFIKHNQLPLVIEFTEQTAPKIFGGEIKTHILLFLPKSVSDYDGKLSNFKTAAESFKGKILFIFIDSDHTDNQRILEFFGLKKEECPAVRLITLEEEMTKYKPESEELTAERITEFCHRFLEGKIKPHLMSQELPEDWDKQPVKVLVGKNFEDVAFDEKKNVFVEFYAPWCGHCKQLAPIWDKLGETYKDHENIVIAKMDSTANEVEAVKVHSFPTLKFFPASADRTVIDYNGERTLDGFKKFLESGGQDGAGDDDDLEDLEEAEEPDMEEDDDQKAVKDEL
aDG glyco act: alpha-DG glycosylation activation | Pro5-aDG cells, alpha-DG glycosylation AlphaScreen (IIH6); 0% Pro5, 100% B10-LARGE cell signal | activation, % at 10 µM | 0.22% of 360,000 active;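 active = activation of at least 8% versus controls, or a plate z-score of at least 8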;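 note: Pro5 are CHO cells carrying HIG-tagged alpha-DG that lacks glycosylation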
Granule exo inh: blocks lytic granule exocytosis. TALL-104 LAMP-1 surface exposure, flow cytometry; cells stimulated with thapsigargin and PMA. inhibition, % at 10 µM. 0.66% of 360,000 active;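 active = inhibition above about 55%, limit read from the data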
NR2E3 ag-1: NR2E3 (human) agonism | GST-NR2E3/biotin-RetCOR TR-FRET, 1536-well | inhibition of corepressor binding, % at 4.78 µM | 0.12% of 320,000 active | AID 2300;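 active = percent inhibition above the cutoff of mean plus 3 SD of all tested compounds, set per screening campaign, cut at about 20% in these data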;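 note: 0% = DMSO wells and 100% = biotin wells as full block of FRET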
Target sequence (Q9Y5X4 whole entry, looked up): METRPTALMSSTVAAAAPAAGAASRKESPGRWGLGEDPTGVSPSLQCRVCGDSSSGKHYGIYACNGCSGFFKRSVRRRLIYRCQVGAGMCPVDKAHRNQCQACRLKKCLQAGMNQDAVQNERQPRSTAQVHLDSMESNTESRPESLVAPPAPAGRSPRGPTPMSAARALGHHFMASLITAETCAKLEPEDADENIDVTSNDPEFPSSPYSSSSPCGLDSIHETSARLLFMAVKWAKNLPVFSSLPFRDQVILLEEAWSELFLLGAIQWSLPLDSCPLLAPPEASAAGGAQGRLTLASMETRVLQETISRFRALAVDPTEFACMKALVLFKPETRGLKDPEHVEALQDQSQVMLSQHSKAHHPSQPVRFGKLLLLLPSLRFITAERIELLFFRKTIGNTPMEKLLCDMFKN
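system = GST-tagged NR2E3 plus biotinylated RetCOR corepressor | input = 1.35 nM GST-NR2E3 | also added = 7 nM biotin-RetCOR | schedule = 5 h incubation at 4 °C | measured by = TR-FRET with europium anti-GST and streptavidin-D2, 340 nm excitation | read-out = percent loss of FRET ratio relative to control wells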
CaV13 ICDI inh: Disruptors of the CACNA1D IQ motif to Ca2+-dependent inactivation inhibitor domain association, primary screening, Förster resonance energy transfer in intact living … | inhibition, % at 12.3 µM | 0.098% of 340,000 active | HEK cells, CFP/YFP FRET ICDI-IQ, plate reader, 10 min; percent FRET-ratio fall versus neutral wells;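 active = mean replicate inhibition of at least 30% and at least 1% of replicates passing that level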;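 note: 0% = median of the neutral control wells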
TRPM1 prom inh: MITF TRPM1 promoter inhibition in SK-MEL-5 cells. SK-MEL-5 TRPM1 promoter luciferase, 24 h. AID 488899. inhibition, % at 12.5 µM. 0.83% of 330,000 active;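 active = mean inhibition across replicates of 60% or more, whatever share of single replicates reaches that level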; note: values of inactives mirror those of a sister screen read the other way
NR2E3 ag-2: human photoreceptor-specific nuclear receptor agonism; Q9Y5X4; inhibition of corepressor binding, % at 3.98 µM; 0.35% of 360,000 active; CHO-S Gal4-NCOR/VP16-NR2E3 two-hybrid, luciferase; AID 602229;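 active = inhibition above the mean of all tested compounds plus 3 SD, cut at about 70% in these data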;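 note: 0% = DMSO with NR2E3 transfected cells and 100% = cells lacking NR2E3 construct; higher means lower luciferase signal from less NR2E3 corepressor binding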
iPSC survival up: enhancers of human iPSC single-cell survival | hiPSC single-cell survival, ATPlite luminescence; 100% = ROCK inhibitor wells, 0% = DMSO | survival enhancement, % at 20 µM | AID 602274 | 0.044% of 360,000 active; in the data active = survival enhancement above about 18%;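 note: cells exposed to compounds for 16 hours before the ATP read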
HIF-2a inh: blocks HIF-2a reporter activity. AID 624352. 786-0 RCC cells HIF-2a reporter, luciferase luminescence, overnight. 0.72% of 360,000 active. inhibition, % at 18.8 µM;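 active = inhibition of the luminescence signal of 40% or more relative to plate controls, in a single-dose primary screen at 18.75 µM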
Peg3 promoter: reduces Peg3 promoter-driven luciferase expression in HeLa. HeLa PEG-Prom luciferase reporter, luminescence, overnight. inhibition, % at 20 µM. 1.7% of 360,000 active;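 active = inhibition of at least 50% at 20 µM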
Vif imaging: inhibitors of HIV Vif. inhibition, % at 7.49 µM. AID 602346. 0.35% of 340,000 active. HEK293T cells, Vif self-association by quenched fluorescence, imaging, 24 h; in the data active = inhibition above about 50%, passing the limit was not always enough; note: some results filed as inactive read as strong as hits
* hit, by the source's call; x = no result given.

SMILES	PDI turbidity	aDG glyco act	Granule exo inh	NR2E3 ag-1	CaV13 ICDI inh	TRPM1 prom inh	NR2E3 ag-2	iPSC survival up	HIF-2a inh	Peg3 promoter	Vif imaging
COc1ccc(NS(=O)(=O)c2ccc3c(c2)CCC(=O)N3)cc1O	8	0.6	4	x	-16	-5	-26	-0.5	-2	2	5
c1ccc(-n2cccc2)c(N2CCCCC2)c1	6	-0.2	-16	-2	-19	6	-19	-0.7	13	3	x
O=C(COC(=O)CNS(=O)(=O)c1ccc(F)c(F)c1F)Nc1ccc(OC(F)F)cc1	9	0.2	-7	-1	-5	9	4	-1.3	16	10	2
CCOc1ccc(C(C)NC(=O)c2cccc(F)c2)cc1 (stereo unspecified)	-12	0.0	3	3	-5	10	12	-1.1	9	14	-1
O=C(NCCc1ccccc1)C1CCN(S(=O)(=O)N2CCCC2)CC1	0	-0.1	2	4	-9	-1	-7	-0.8	-16	-4	12
Cc1csc(NC(=O)CCCC(=O)c2ccccc2)n1	5	-0.1	0	0	-4	-6	-30	-0.6	-59	-19	2
CC(C)CCN1CC(C(=O)N2CCN(c3ccc(F)cc3)CC2)CC1=O (stereo unspecified)	10	-0.2	0	-3	x	1	7	1.5	16	13	1
O=C(O)/C(=C\c1ccc(C(F)(F)F)cc1)c1ccc(S(=O)(=O)N2CCCC2)s1	-3	0.0	-4	1	-5	4	19	1.2	3	-12	25
O=C(NCCS(=O)(=O)N1CCN(c2ccccc2)CC1)C1CCCC1	-12	-0.3	-3	3	-2	7	-11	-0.3	0	-10	-2
CCOc1cccc(C(=O)NNC(=O)CCC(=O)O)c1	6	-0.1	-1	0	-7	17	-4	1.4	16	8	-1
CCC(=O)N1CCc2cc(Br)cc(S(=O)(=O)CCC(=O)N(CC)CC)c21	2	0.0	-2	-4	-15	1	-20	0.8	8	-10	15
Cc1cc2nc[nH]c(=O)n2n1	-8	0.2	-7	x	-6	x	18	3.1	3	3	17
N/C(=N\OC(=O)c1cccc(Cl)c1)c1cccnc1	-4	-0.1	-7	-2	-5	-18	-84	-1.9	-211	-236	-15
O=C(COC(=O)C1CC2CCCC(C1)C2=O)NC(=O)c1ccccc1 (stereo unspecified)	1	-0.1	0	-6	-6	x	-50	-0.3	6	-5	3
COc1ccc(C(CNC(=O)c2cc3ccccc3cc2OC)N2CCCC2)cc1 (stereo unspecified)	0	0.2	1	0	-4	-16	-6	-0.5	-30	-17	0
CCCSc1nc(O)c(C2OC(=O)c3c2ccc(OC)c3OC)c(=O)n1C (stereo unspecified)	-2	0.4	-1	4	-4	-7	21	0.4	12	2	3
COc1ccc(C(=O)Nc2ccccc2N2CCN(C(=O)c3ccccc3)CC2)cc1Br	7	-0.1	2	2	-6	4	-38	0.3	18	36	-7
O=C(O)c1ccccc1SCC(=O)N1CCOCC1	-9	0.1	-2	4	-4	3	-23	-1.1	16	9	2
CCCCNC(=O)Cn1nc([N+](=O)[O-])c([N+](=O)[O-])c1C	1	0.4	-4	-1	-5	-5	2	-0.2	2	14	5
CC(C)(CN1CCc2ccccc2C1)NS(=O)(=O)c1ccc(Cl)cc1	-1	0.1	-3	4	-6	2	19	0.3	6	22	-2
CC(C)=C1C2CCC1C1C(=O)N(NC(=O)COc3ccc(C(C)(C)C)cc3)C(=O)C21 (stereo unspecified)	15	0.1	-5	-4	-3	-4	5	4.0	13	55*	0
Cc1cccc(OCC(=O)OCC(=O)N2CCN(C(=O)c3ccco3)CC2)c1C	1	0.0	2	4	x	-11	-16	-0.3	-4	-7	3
COc1ccc(CCNC(=O)COC(=O)C23CC4CC(CC(Br)(C4)C2)C3)cc1	0	0.1	15	0	-5	-3	11	-0.5	7	11	4
CC1CCCCC12NC(=O)N(CC(=O)OCC(=O)N(C)C1CCCCC1)C2=O (stereo unspecified)	-5	-0.1	-2	0	-4	1	-4	0.2	4	1	25

Looked up above.
O=C(NCCc1ccccc1)C1CCN(S(=O)(=O)N2CCCC2)CC1 in Vif imaging reads 12
COc1ccc(NS(=O)(=O)c2ccc3c(c2)CCC(=O)N3)cc1O in PDI turbidity reads 8
COc1ccc(C(=O)Nc2ccccc2N2CCN(C(=O)c3ccccc3)CC2)cc1Br in HIF-2a inh reads 18
CCOc1ccc(C(C)NC(=O)c2cccc(F)c2)cc1 (stereo unspecified) in Peg3 promoter reads 14

New compounds follow.
SMILES	PDI turbidity	aDG glyco act	Granule exo inh	NR2E3 ag-1	CaV13 ICDI inh	TRPM1 prom inh	NR2E3 ag-2	iPSC survival up	HIF-2a inh	Peg3 promoter	Vif imaging
Cc1cc(C)c(C#N)c(SCC(=O)CC(=O)OC(C)C)n1	5	-0.4	0	2	5	3	-15	1.9	6	14	7
COc1ccccc1/C=N/NC(=O)CC(=O)NCc1ccccc1	-1	0.0	0	3	-5	2	-18	-0.6	18	11	-7
Cn1ncc2cc3c(Nc4ccc(Cl)cc4)cccc3nc21	x	0.5	-3	x	-5	x	-25	2.2	23	20	x
Cc1cc(C)n(C(C)CC(=O)Nc2ccc3c(c2)OCCO3)n1 (stereo unspecified)	-5	-0.2	-4	0	-7	3	15	-0.4	22	29	17
O=S(=O)(Nc1cccc(S(=O)(=O)N2CCCC2)c1)c1cccs1	-4	0.0	1	x	-5	-7	-12	-2.4	-4	12	0
O=C(Cn1c2[n+](c3ccc(C(F)(F)F)cc31)CCCCC2)Nc1ccc(Br)cc1	2	-0.1	1	4	x	12	20	1.4	21	14	-11
CCOc1ccc(N2C(=O)CC(N(CCc3ccc(OC)c(OC)c3)C(=O)/C=C/C(=O)O)C2=O)cc1 (stereo unspecified)	1	0.0	0	-3	-3	1	35	0.5	12	12	3
O=C(CN1CCN(Cc2ccc(Cl)cc2)CC1)N/N=C/c1cccc(F)c1	1	-0.1	-5	-5	-18	x	-23	-0.7	16	14	-3
Cc1nc2sc3c(c2c(=O)n1/N=C/c1ccco1)CCCC3	-12	-0.1	-4	4	-9	-13	-27	-1.0	-44	-20	-1
COc1ncnc2c1ncn2CCCN1CCN(Cc2cccc3ccccc23)CC1	-5	-0.1	-2	x	-6	x	-17	1.9	3	-1	1
CC(=O)NC(=S)Nc1ccccc1C(=O)NC1CCCCC1	-5	-0.1	-3	0	-6	1	-21	0.6	18	-6	3
COCc1nnc(NC(=O)C2CC(=O)N(CCc3ccc(F)cc3)C2)s1 (stereo unspecified)	6	0.0	13	2	-3	4	-3	0.1	8	-2	-1

4 compounds out of the list above, ordered by the value under NR2E3 ag-1, smallest number first:
| mol | PDI turbidity | aDG glyco act | Granule exo inh | NR2E3 ag-1 | CaV13 ICDI inh | TRPM1 prom inh | NR2E3 ag-2 | HIF-2a inh | Peg3 promoter | Vif imaging |
| --- | --- | --- | --- | --- | --- | --- | --- | --- | --- | --- |
| O=C(CN1CCN(Cc2ccc(Cl)cc2)CC1)N/N=C/c1cccc(F)c1 | 1 | -0.1 | -5 | -5 | -18 | x | -23 | 16 | 14 | -3 |
| CCOc1ccc(N2C(=O)CC(N(CCc3ccc(OC)c(OC)c3)C(=O)/C=C/C(=O)O)C2=O)cc1 (stereo unspecified) | 1 | 0.0 | 0 | -3 | -3 | 1 | 35 | 12 | 12 | 3 |
| COCc1nnc(NC(=O)C2CC(=O)N(CCc3ccc(F)cc3)C2)s1 (stereo unspecified) | 6 | 0.0 | 13 | 2 | -3 | 4 | -3 | 8 | -2 | -1 |
| Cc1nc2sc3c(c2c(=O)n1/N=C/c1ccco1)CCCC3 | -12 | -0.1 | -4 | 4 | -9 | -13 | -27 | -44 | -20 | -1 |

More entries
SMILES	PDI turbidity	aDG glyco act	Granule exo inh	NR2E3 ag-1	CaV13 ICDI inh	TRPM1 prom inh	NR2E3 ag-2	iPSC survival up	HIF-2a inh	Peg3 promoter	Vif imaging
CCC(=O)Nc1ccc(NC(=O)c2oc3ccccc3c2C)cc1	-5	0.1	0	2	-3	-13	-24	-0.3	62*	-75	-6
COc1ccc(NC(=O)CSc2nnc3n2CCCCC3)cc1S(=O)(=O)N1CCOCC1	-24	-0.1	-5	-1	-6	13	4	-0.4	3	6	-5
CN1CCN(C(=O)CN2C(=O)CC(C)(C)S(=O)(=O)c3ccccc32)CC1	1	0.0	-4	1	-5	-2	-26	-3.0	11	9	17
CC(=O)Nc1ccc(C(=O)n2cnc3cc(C)c(C)cc32)cc1	10	-0.1	0	3	0	-20	-24	0.5	-6	22	-2
Nc1ccc2c(c1)C(=O)c1cc(N)c(Cl)cc1-2	-9	-0.5	2	x	-9	-19	9	2.2	-55	-52	-3
COc1ccc(C(C(=O)NC2CCCC2)N(C(=O)c2snc(C(N)=O)c2N)C2CCCC2)cc1OC (stereo unspecified)	-21	0.0	-4	-1	-3	11	-9	0.2	-38	6	3
CCC(CC)C(=O)Nc1cccc(S(=O)(=O)c2cccc(NC(=O)C(CC)CC)c2)c1	-5	0.2	1	3	-8	8	13	0.4	16	10	-1
CC1(C)Cc2c(cnn2-c2cccc(F)c2)C(NC(=O)c2ccc(=O)[nH]n2)C1 (stereo unspecified)	-5	0.2	22	-2	-7	8	-14	-0.4	6	5	-1
COc1ccc(NC(=O)c2ccc(=O)oc2)cc1	3	-0.1	0	3	-4	6	9	-0.2	6	11	8
CCOC(=O)NC(c1cccc(Cl)c1)C1CCCCCC1=O (stereo unspecified)	2	0.1	-2	4	-3	-17	-31	-1.8	11	4	8
O=C(Nc1nnc(-c2ccccc2Cl)s1)C1CCN(S(=O)(=O)c2ccc(Cl)cc2)CC1	-6	0.0	-8	1	-5	-5	2	0.3	3	8	-3
O=c1cc(CN2CCCCC2)c2c(ccc3ccccc32)o1	x	-0.1	5	x	-9	x	-13	-0.8	-9	9	x
CC1(c2ccccc2)CC(C)(C)N(C(=O)c2cc([N+](=O)[O-])cc([N+](=O)[O-])c2)c2ccccc21 (stereo unspecified)	14	-0.5	-2	-2	-3	16	1	2.1	15	16	-6
COc1ccccc1-c1nc(SCC(=O)Nc2ccccc2)n[nH]1	10	2.7	-2	3	-5	17	-2	-0.4	5	10	-9

Structures above that contain a CF3 group, in the order listed:
SMILES	PDI turbidity	aDG glyco act	Granule exo inh	NR2E3 ag-1	CaV13 ICDI inh	TRPM1 prom inh	NR2E3 ag-2	iPSC survival up	HIF-2a inh	Peg3 promoter	Vif imaging
O=C(O)/C(=C\c1ccc(C(F)(F)F)cc1)c1ccc(S(=O)(=O)N2CCCC2)s1	-3	0.0	-4	1	-5	4	19	1.2	3	-12	25
O=C(Cn1c2[n+](c3ccc(C(F)(F)F)cc31)CCCCC2)Nc1ccc(Br)cc1	2	-0.1	1	4	x	12	20	1.4	21	14	-11

Source: PubChem (several laboratories)
